GAA glycogen = qHTS Assay for Inhibitors and Activators of Human alpha-Glucosidase Cleavage of Glycogen. Lysosomal alpha-glucosidase (Homo sapiens), P10253. recombinant GAA, glycogen substrate, Amplex Red glucose oxidase fluorescence. Potency, µM (titrated, usually from 76.4 µM), inactives show top-dose activity change, negative = inhibition, actives largely listed as inhibitors. hit rate 0.38% among 300,000. AID 2100, 2009; active = well fitted inhibition curve with a large enough effect; inconclusive = small, poorly fitted or top-dose-only effect, or another doubt; inactive = no such curve, though single readings can be large or run the other way;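 note: 0% = full enzyme reaction and -100% = no-enzyme basal signal; the screen sought inhibitors and activators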
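Recombinant human enzyme (4 nM); glycogen substrate; 37 C, 40 min, pH 5.0. Readout: coupled glucose oxidase/Amplex Red fluorescence.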
Numbers without * were called inactive; ? = inconclusive; & = joins results of further samples; [ ] = dose if it differs, or a comment. Potency is the fitted concentration of half-maximal effect. This is a subset; count on the stated rates, not on these rows.

SMILES	GAA glycogen
CCCc1cc(=O)oc2cc(O[C@@H]3O[C@H](CO)[C@@H](O)[C@H](O)[C@H]3O)ccc12	1%
COc1ccc(CNCc2c(C(=O)O)n(Cc3ccc(F)cc3)c3cc(C)ccc23)cc1OC	-3%[76.3 µM]
CCOC(=O)c1c(Nc2ccc(O)cc2)nnc(-c2ccccc2)c1-c1ccccc1	-27%[76.3 µM]
Cc1ccc(C(=O)N2CCC(C)CC2)cc1NC1=NC2CS(=O)(=O)CC2S1 (stereo not drawn)	14%[76.3 µM]
CCOC(=O)c1cnc(SCC(=O)NNC(=O)c2ccco2)nc1N	9%
O=C(Nc1ccc(F)cc1F)c1cc(-c2ccco2)nc2ccccc12	4%
O=S(=O)(c1ccccc1)c1nc(-c2ccccc2F)oc1N1CCOCC1	4%[76.3 µM]
Cc1ccc(NC(=O)CNC2CCCCC2)cc1Cl	-1%[76.3 µM]
CCOC(=O)c1ccc(NC(=O)c2ccc3c(c2)C(=O)N(Cc2cccnc2)C3=O)cc1	-12%[76.3 µM]
Cc1ccc(N2CC(C(=O)NCCN3CCOCC3)CC2=O)cc1C (stereo not drawn)	7%
COc1ccc(NC(=O)NNC(=O)CCc2ccc(O)c(O)c2)cc1OC	?
CCc1nnc(NC(=O)CN2CCN(CC)CC2)s1	0%[76.3 µM]
CC(C)N(Cc1ccccc1)C(=O)Cn1ncc2c3ccccc3n(Cc3ccccc3)c2c1=O	-6%[76.3 µM]
CCC(NC(=O)C1CCCC1)c1ccc(C)cc1 (stereo not drawn)	-2%[76.3 µM]
O=C(Cn1cnc([N+](=O)[O-])c1)Nc1ccc(F)c(Cl)c1	-12%
Cc1ccc(S(=O)(=O)c2nnn3c2nc(NCc2ccccc2)c2sccc23)cc1	12%[76.3 µM]
COc1ccc(CC(=O)Nc2ccc(N(C)C)c3ccccc23)cc1	0%[76.3 µM]
COc1cccc(CNC(=O)C(NS(=O)(=O)c2ccc3nc(C)sc3c2)C(C)C)c1 (stereo not drawn)	12%[76.3 µM]
C=CCn1c(=O)c2ccccc2n2c(SCC(=O)NCC)nnc12	4%
Cc1onc(-c2ccccc2)c1C(=O)N(Cc1ccccc1)C(C)C	2%
Cc1ccc(N2CC(c3nnc(Cc4ccccc4Cl)o3)CC2=O)cc1 (stereo not drawn)	-1%[76.3 µM]
CCOC(=O)c1c(C)[nH]c(C)c1S(=O)(=O)NCc1cc(C)ccc1C	-14%[76.3 µM]
CCCCN(CC)C(=O)Nc1ccc2c(c1)N(C)C(=O)c1ccccc1S2	3%[76.3 µM]
Cc1ccc(NC(=O)C2(S(=O)(=O)c3ccc(Cl)cc3)CC2)c(Br)c1	2%
CCn1c(=O)c(C(=O)NC(C)c2ccccc2)c(O)c2ccccc21 (stereo not drawn)	-1%[76.3 µM]
COc1ccc(OC)c(C2NC(=O)N(C)C(C)=C2C(=O)OCc2ccccc2)c1 (stereo not drawn)	-8%[76.3 µM]
CCCCOc1ccc(CNC(=O)C2CCCN(c3nnc(-n4c(C)ccc4C)s3)C2)cc1 (stereo not drawn)	-8%[76.3 µM]
CC(C)(C)c1ccc(CS(=O)(=O)CC(O)CN2CCCC2=O)cc1 (stereo not drawn)	3%
COc1ccccc1-c1cc(C(F)(F)F)nc(S(=O)(=O)CCCC(=O)Nc2ccccc2F)n1	5%[76.3 µM]
CC(C)(C)c1ccc(OCC(=O)Nc2ccc(C(=O)Nc3ccccc3C(=O)O)cc2)cc1	2%[76.3 µM]
Cc1cc(=O)oc2cc(NC(=O)c3ccccc3OC(F)F)ccc12	2%
COc1ccc(-n2c(=O)c3c4c(sc3n(Cc3cc(C)ccc3C)c2=O)CN(C(C)=O)CC4)c(OC)c1	18%[76.3 µM]
NNc1nc2c(-c3cccc(C(F)(F)F)c3)nnn2c2ccccc12	1%
CCOC(=O)c1ccc(N2C(=O)c3[nH]nc(-c4ccc(OC)cc4)c3C2c2ccccc2Cl)cc1 (stereo not drawn)	16%[76.3 µM]
CC1CCCN(C(=O)c2cc3c(Cl)nc4ccccc4c3s2)C1 (stereo not drawn)	18%[76.3 µM]
CCn1cc(/C=C(\NC(=O)c2cc(OC)c(OC)c(OC)c2)C(=O)NCCCn2ccnc2)c2ccccc21	-16%[76.3 µM]
CC(=O)c1ccc(NC(=O)c2cc(CC(C)C)nc3ccccc23)cc1	-10%[76.3 µM]
O=[N+]([O-])c1ccccc1S(=O)(=O)NC1CCCCCCC1	13%[76.3 µM]
O=C(O)CCCC(=O)Nc1ccc(S(=O)(=O)Nc2nccs2)cc1	7%
O=C(CCN1C(=O)/C(=C/c2ccccc2)SC1=S)N1CCCCCC1	4%

Ordered by the number under GAA glycogen (smallest number first): 3 of the compounds above.
SMILES	GAA glycogen
CCCc1cc(=O)oc2cc(O[C@@H]3O[C@H](CO)[C@@H](O)[C@H](O)[C@H]3O)ccc12	1%
Cc1ccc(N2CC(C(=O)NCCN3CCOCC3)CC2=O)cc1C (stereo not drawn)	7%
CCOC(=O)c1cnc(SCC(=O)NNC(=O)c2ccco2)nc1N	9%

More entries:
SMILES	GAA glycogen
O=C1/C(=C2\C(=O)N(Cc3ccc(F)cc3)c3ccccc32)SC(=S)N1CCS(=O)(=O)O	4%
COc1ccc(CC(=O)Nc2c(C(=O)N3CCN(c4ncccn4)CC3)oc3ccccc23)cc1OC	-2%[76.3 µM]
Cc1cccc(COC(=O)Nc2ccc(NC(=O)c3ccccc3Cl)cc2)c1	-5%[76.3 µM]
Brc1ccc(-n2cnc(-c3ccccc3)c2)cc1	1%
Cc1ccccc1NS(=O)(=O)c1ccc(C(=O)NN2CCCCC2)cc1	-7%[76.3 µM]
CCN(Cc1ccccc1)C(=O)CCNS(=O)(=O)c1ccc2c(c1)CC(C)N2C(C)=O (stereo not drawn)	-2%&-17%[76.3 µM]
Cc1cccc(NC(=O)C(=O)NCC(c2cccnc2)N2CCN(Cc3ccccc3)CC2)c1 (stereo not drawn)	5%[76.3 µM]
C=CCC1NS(=O)(=O)OC(COC)C1C (stereo not drawn)	5%[76.3 µM]
Cc1cc(C)cc(NC(=O)c2cc(S(=O)(=O)N3CCOCC3)cn2C)c1	5%[76.3 µM]
COCCOC(=O)C1=C(C)NC(=O)NC1c1cn(-c2ccccc2)nc1-c1ccccc1 (stereo not drawn)	-6%[76.3 µM]
Cc1ccc(N2CC(C(=O)N3CCC(C(=O)NCCCOC(C)C)CC3)CC2=O)cc1 (stereo not drawn)	2%
COc1ccc(C(C(=O)NC(C)(C)C)N(C(=O)CNC(=O)c2cccs2)c2cccnc2)cc1OC (stereo not drawn)	-3%
COc1ccc(CNC(=O)CN2CCC(NC(=O)c3ccccc3C)CC2)cc1	4%
CCN(CC)c1ccc(N=C2C(=O)Nc3ccccc32)cc1	?
CC(C)(C)[C@@H]1CCC(=O)N(CC[C@H](Sc2ccccc2)c2ccccc2)CC1	12%[76.3 µM]
COc1ccccc1N(CC(O)CN1CCCC1)S(=O)(=O)c1ccccc1 (stereo not drawn)	-5%
Cc1ccccc1Nc1c(-c2c[nH]c3ccccc23)nc2cccc(C)n12	?
COc1cccc(NC(=O)CCCCCn2nnc3ccccc3c2=O)c1	-7%
COC(=O)c1ccccc1NC(=O)Cc1noc2ccc(C)cc12	-2%[76.3 µM]
CCCn1c2ccccc2c2cnn(CC(=O)NCCc3ccc(OC)cc3OC)c(=O)c21	11%[76.3 µM]

Fetched one by one from above:
SMILES	GAA glycogen
CCCn1c2ccccc2c2cnn(CC(=O)NCCc3ccc(OC)cc3OC)c(=O)c21	11%[76.3 µM]
COc1cccc(NC(=O)CCCCCn2nnc3ccccc3c2=O)c1	-7%
COc1ccc(C(C(=O)NC(C)(C)C)N(C(=O)CNC(=O)c2cccs2)c2cccnc2)cc1OC (stereo not drawn)	-3%

More compounds.
SMILES	GAA glycogen
Cc1coc2c(C)c3oc(=O)c(CCC(=O)N[C@@H](C)C(=O)N[C@@H](Cc4ccccc4)C(=O)O)c(C)c3cc12	14%[76.3 µM]
O=[N+]([O-])c1cccc(S(=O)(=O)NCCc2ccccc2)c1	-8%[76.3 µM]
Cc1cc(-c2nnc(SCC(=O)Nc3ccccc3F)n2N)n[nH]1	4%[76.3 µM]
c1ccc(N2CCN(c3ncnc4c3nc3n4CCCCC3)CC2)cc1	4%[76.3 µM]
Cc1cc(C)c(S(=O)(=O)NCc2ccccn2)c(C)c1	-4%[76.3 µM]
COc1ccc(-c2ccc(SCC(=O)NC3CCCC3)nn2)cc1OC	-8%[76.3 µM]
CCc1nnc(NC(=O)CSc2nc(C)nc3c2c(=O)n(C)c(=O)n3C)s1	-11%[76.3 µM]
CC(C)(C)NC(=O)CSc1ncccc1-c1nc2ccccc2[nH]1	-2%[76.3 µM]
CS(=O)(=O)N(CC(=O)Nc1ccccc1F)C1CCCCC1	-11%[76.3 µM]
CCCC(=O)Nc1ccc(NC(=O)c2cccc(OC)c2)cn1	2%[76.3 µM]
Cc1nnc(SCC(=O)NNC(=O)c2ccc(Cl)cc2)s1	-6%
CNS(=O)(=O)c1cn(CC(=O)NCc2ccccc2OC)cc1S(=O)(=O)NC	3%
COCCCNC(=O)C1CCN(c2cc(C)nc3c(-c4ccc(OC)c(OC)c4)c(C)nn23)CC1	-3%[76.3 µM]
CCOC(=O)c1cccc(NC(=O)c2nn(-c3ccc(OC)cc3)c(=O)c3c2c2ccccc2n3C)c1	7%[76.3 µM]
CC(C)(C)c1ccc(C(=O)N2CCC(C(=O)N3CCCCC3)CC2)cc1	-4%
COCCN1C(=O)N(c2cccc(OC)c2)C(=O)C1CC(=O)Nc1ccc(OC)cc1 (stereo not drawn)	-2%[76.3 µM]
CCOC(=O)c1ccc(NC(=O)CCn2cnnn2)cc1	?
Cn1nc(C(=O)N2CCN(c3ccc(Cl)cc3)CC2)c2c1-c1ccccc1S(=O)(=O)C2	-28%&-8%[76.3 µM]
Cc1ccc(Cl)cc1NC(=O)Cn1c(=O)n(Cc2ccc(C(=O)NCc3ccc4c(c3)OCO4)cc2)c(=O)c2ccccc21	-3%[76.3 µM]
CCOC(=O)CCNC(=O)N1CCCC(N(C)CCc2ccccc2)C1 (stereo not drawn)	-3%[76.3 µM]
Cc1cccn2c(=O)c(C=O)c(N3CCN(C)CC3)nc12	17%[76.3 µM]
COc1ccc2c(c1)c1nc3n(c(=O)c1n2CC(=O)Nc1ccccc1)CCS3	-17%[76.3 µM]
CCCCNC(=O)c1nn2c(C(F)(F)F)cc(-c3ccccc3)nc2c1Br	-3%[76.3 µM]
COC(=O)Cc1nc(NC(=O)c2cccs2)sc1C	-5%
CC1Cc2cc(S(=O)(=O)N3CCCC(C(=O)N4CCCCC4)C3)ccc2N1C(=O)C1CC1 (stereo not drawn)	-4%[76.3 µM]
Cc1ccc(S(=O)(=O)N2CCCOC2CNC(=O)C(=O)NCc2ccccn2)cc1 (stereo not drawn)	-8%[76.3 µM]
CC1CCCCC1NC(=O)c1ccncc1 (stereo not drawn)	-2%[76.3 µM]
COC(=O)COc1ccc(S(=O)(=O)NCc2ccccn2)cc1	-1%[76.3 µM]
O=C(CCc1nnc2ccc(NCc3ccccc3)nn12)NC1CCCCC1	-1%[76.3 µM]
CCCN1Cc2cccc(C(=O)Nc3ccccc3F)c2C1=O	-5%[76.3 µM]
CC(=O)c1ccc(NC(=O)C[n+]2ccc(N(C)C)cc2)cc1	-7%[76.3 µM]
CCN(CC)CCNC(=O)C1(O)c2cc(Br)ccc2NC(=O)N1c1c(F)cccc1F (stereo not drawn)	-2%
COc1ccc(-c2nnn3c2nc(N2CCCC(C)C2)c2ccccc23)cc1 (stereo not drawn)	-4%[76.3 µM]
Cc1ccc(N2CC(c3nc4ccccc4n3CCC3CCCCC3)CC2=O)cc1 (stereo not drawn)	-14%[76.3 µM]
CC(C)CN1CCC(=O)N([C@H](CO)Cc2ccccc2)CC1	-3%[76.3 µM]
O=C(Cc1ccccc1)N/N=C/c1cc(Br)cc(Br)c1O	-1%
Cn1c(CNC(=O)CNC(=O)Cc2ccc(Cl)cc2)cc(=O)n(C)c1=O	-5%[76.3 µM]
CCCCn1c(-c2ccc(Br)cc2F)nc2c1c(=O)[nH]c(=O)n2CC(C)C	-9%
COc1cccc(CCC(=O)N2CCC(n3nccc3NC(=O)CC(C)C)CC2)c1	5%[76.3 µM]
CCOc1ccc(NC(=O)c2oc3ccccc3c2NC(=O)COc2cccc(OC)c2)cc1	4%[76.3 µM]

Shown bar-delimited: entries from further up.
SMILES | GAA glycogen
Cc1ccc(N2CC(c3nc4ccccc4n3CCC3CCCCC3)CC2=O)cc1 (stereo not drawn) | -14%[76.3 µM]
CC(C)CN1CCC(=O)N([C@H](CO)Cc2ccccc2)CC1 | -3%[76.3 µM]

Following part
SMILES	GAA glycogen
O=C(O)CC1(CC(=O)NCc2cccc(Cl)c2)CCCCC1	1%
CCS(=O)(=O)c1c(Nc2cc(C)ccc2C)sc(C(=O)c2ccccc2)c1N	-26%[76.3 µM]
O=C(CN(Cc1ccc(Br)cc1)S(=O)(=O)c1ccccc1)NCc1ccccn1	-1%[76.3 µM]
C/C(O)=c1/c(=O)nc2cccc3c2=c1c1ccccc1c3=O	13%[76.3 µM]
CCOC(=O)C1CCCN(S(=O)(=O)c2ccc3[nH]c(=O)oc3c2)C1 (stereo not drawn)	15%[76.3 µM]
COc1ccccc1N1CCN(C2CC(=O)N(c3ccc(Cl)cc3)C2=O)CC1 (stereo not drawn)	-3%[76.3 µM]
C=CCN(C(=O)c1csnn1)C(C(=O)NCc1ccc(F)cc1)c1ccccc1F (stereo not drawn)	-2%

Copied from the list.
CCOC(=O)C1CCCN(S(=O)(=O)c2ccc3[nH]c(=O)oc3c2)C1 (stereo not drawn) in GAA glycogen = 15%[76.3 µM]
C=CCN(C(=O)c1csnn1)C(C(=O)NCc1ccc(F)cc1)c1ccccc1F (stereo not drawn) in GAA glycogen = -2%
C/C(O)=c1/c(=O)nc2cccc3c2=c1c1ccccc1c3=O in GAA glycogen = 13%[76.3 µM]

From PubChem
